Bioassay records: PubChem, National Center for Advancing Translational Sciences (NCATS)
USP2a inh = qHTS Assay for Inhibitors of Ubiquitin-specific Protease USP2a; Ubiquitin carboxyl-terminal hydrolase 2 (Homo sapiens), O75604; USP2a enzymatic assay, qHTS inhibition; Potency, µM (highest dose often 38.3 µM), for the others: at the highest dose activity change, negative = inhibition, hits mostly inhibitors; actives 0.1% (n = 60,000); AID 927, 2007;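 further: potency means the concentration at half of the fitted maximal effect; nearly all actives have a fitted effect of over 60% in size; plate controls were DMSO for no effect and NEM full inhibition control for full effect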
Target sequence (O75604 whole entry, looked up): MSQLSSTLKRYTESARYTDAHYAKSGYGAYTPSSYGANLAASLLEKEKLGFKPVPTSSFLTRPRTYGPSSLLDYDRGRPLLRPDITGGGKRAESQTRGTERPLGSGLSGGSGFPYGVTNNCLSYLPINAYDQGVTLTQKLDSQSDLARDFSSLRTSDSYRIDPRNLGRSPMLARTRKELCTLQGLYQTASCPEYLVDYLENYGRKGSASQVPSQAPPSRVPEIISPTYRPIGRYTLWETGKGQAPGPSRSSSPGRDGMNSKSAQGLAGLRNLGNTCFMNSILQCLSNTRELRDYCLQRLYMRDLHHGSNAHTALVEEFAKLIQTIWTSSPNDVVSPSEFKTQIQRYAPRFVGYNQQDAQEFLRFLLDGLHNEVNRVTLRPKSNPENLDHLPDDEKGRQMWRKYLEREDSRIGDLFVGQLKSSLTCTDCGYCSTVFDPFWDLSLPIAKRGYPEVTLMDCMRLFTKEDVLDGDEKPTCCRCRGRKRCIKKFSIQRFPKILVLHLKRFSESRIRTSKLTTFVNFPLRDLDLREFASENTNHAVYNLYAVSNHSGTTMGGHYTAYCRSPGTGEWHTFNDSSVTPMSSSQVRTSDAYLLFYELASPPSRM
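Coupled readout: USP2-cleaved Ub-PLA2 (20nM final) turns over NBD C6-HPC (20uM final), Ex 460nm/Em 535nm after 2.5 h, time-zero read flagging artifacts. Enzyme (20nM final, pH 8.0 Tris) given 30 min RT with compound first; NEM defines full inhibition.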
Caspase-7 inhib = qHTS Assay for Allosteric/Competitive Inhibitors of Caspase-7. recombinant caspase-7, Ac-DEVD-AFC fluorescence rate. AID 889, 2007. P55210. Potency, µM (highest dose often 57.5 µM), for the others: at the highest dose activity change, negative = inhibition, most hits filed as inhibitors. actives 0.02% (n = 75,000); active means well fitted inhibition curve with a large enough effect in the main read-out, with a control signal flat, not every such curve was filed as active; inconclusive means small, poorly fitted or top-dose-only effect, or a change in a side signal; further: potency means the concentration at half of the fitted maximal effect; % of control where 0% means no effect
BRCT inh red = qHTS Assay for Inhibitors of BRCT-Phosphoprotein Interaction (Red Fluorophore); Breast cancer type 1 susceptibility protein (Homo sapiens), P38398; BRCT-phosphopeptide binding, red fluorescence polarization; Potency, µM (doses to about 76.9 µM), without a hit: top-dose activity change, negative = inhibition, hits mostly inhibitors; actives 0.03% (n = 75,000); AID 892, 2007; further: on the % scale 0 is the no-effect control and ±100 the full control effect
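Rhodamine-labelled pBACH1 10-mer (100 nM) bound to BRCT domain (100 nM) at pH 7.3; compounds incubated 12 min room temperature, polarization read. Free peptide defines full inhibition; unlabelled decapeptide titrated as control.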
Casp1 inh = qHTS Assay for Allosteric/Competitive Inhibitors of Caspase-1. Caspase-1 enzyme, Ac-WEHD-AFC fluorogenic rate. AID 900, 2007. Potency, µM (top dose mostly 57.5 µM), for the others: at the top dose activity change, negative = inhibition, most hits filed as inhibitors. actives 0.03% (n = 75,000);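 further: potency means the concentration at half of the fitted maximal effect; plate controls were vehicle for no effect and no substrate for full effect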
Target sequence (P29466 120-297 limits assumed): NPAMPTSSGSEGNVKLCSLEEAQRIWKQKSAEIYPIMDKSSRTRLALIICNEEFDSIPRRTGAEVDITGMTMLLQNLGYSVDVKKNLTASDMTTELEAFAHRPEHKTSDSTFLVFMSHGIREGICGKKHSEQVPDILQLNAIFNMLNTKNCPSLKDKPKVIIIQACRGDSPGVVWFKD
Target sequence (P29466 317-404 limits assumed): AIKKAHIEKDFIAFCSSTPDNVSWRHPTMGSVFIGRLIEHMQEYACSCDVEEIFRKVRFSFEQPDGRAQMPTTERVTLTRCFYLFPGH
Ub-GFP proteasome = Ubiquitin-GFP Assay | Ubiquitin-GFP reporter cells, proteasome inhibition, GFP fluorescence; response scale: untreated = 0%, 10 µM MG-132 = 100% | Potency, µM (highest dose often 45.9 µM), inactives show at the top dose activation (GFP accumulation), actives largely listed as activators | 67,000 tested, under 10 active | AID 526, 2006; active means well fitted activation curve with a large enough effect, not every such curve was filed as active; inconclusive means small, poorly fitted or top-dose-only effect, or another doubt; inactive means no such curve, though single readings can be large or run the other way; further: potency means the concentration at half of the fitted maximal effect
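Proteasome blockade was scored as a rise in GFP-expressing U2OS cells carrying a ubiquitin(G76V)-GFP construct, imaged after 4 hr compound treatment at 37 °C across a 46 uM–2.9 nM series.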
BRCT PPI green = qHTS Assay for Inhibitors of BRCT-Phosphoprotein Interaction (Green Fluorophore). actives 0.05% (n = 75,000). AID 875, 2007. Potency, µM (doses to about 76.9 µM), inactives show at the highest dose activity change, negative = inhibition, usual class: inhibitors. Breast cancer type 1 susceptibility protein (Homo sapiens), P38398. BRCA1 BRCT-phosphopeptide binding, green fluorescence polarization;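 further: potency means the concentration at half of the fitted maximal effect; plate controls were peptide without protein for full effect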
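Compounds were incubated for 12 min at room temperature with a complex of 100 nM fluorescein-tagged pBACH1 decapeptide and 250 nM His-tagged BRCT protein. Buffer was phosphate pH 7.3 with EDTA, DTT and Tween 20. Disruption of binding lowers the polarization signal.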
4-MU autofl = qHTS Assay for Spectroscopic Profiling in 4-MU Spectral Region; compound autofluorescence, 340/450 nm, 4-MU equivalents; active compounds read high; AID 589, 2007; max dye-equivalent concentration, M; actives 11% (n = 59,000); in the data active means max dye-equivalent concentration above about 10 nM; inconclusive means mostly about 1.1 nM to 9.6 nM
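Compounds in 100 mM Tris, pH 8.0, incubated 15 min at room temperature, then fluorescence read at 340 nm excitation/450 nm emission. Signal converted to 4-MU dye-equivalent concentration using an on-plate six-point 4-MU standard curve.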
Fluorescein fluor = qHTS Assay for Spectroscopic Profiling in Fluorescein Spectral Region | Compound autofluorescence, 480/540 nm, fluorescein-equivalent; active compounds read high | max fluorescein-equivalent concentration, M | actives 0.91% (n = 59,000); in the data active means max fluorescein-equivalent concentration above about 10 nM; inconclusive means between about 1.1 nM and that limit
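First, buffer (100 mM Tris, pH 8.0) dispensed; second, compounds and fluorescein standards pinned in; third, 15 min room-temperature incubation; finally, imaging at ex 480 nm/em 540 nm. Fluorescence normalized against the six-point fluorescein curve.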
HEK293 cAMP ctrl = qHTS Assay for Agonists of the Thyroid Stimulating Hormone Receptor: Activators of Intracellular cAMP Concentrations in Parental HEK 293; parental HEK293 CNG cAMP sensor, membrane potential fluorescence; Potency, µM (titrated, usually from 57.1 µM), inactives show top-dose activation, actives largely listed as activators; actives 2.5% (n = 73,000); AID 938, 2007; further: potency means the concentration at half of the fitted maximal effect; % of control where 0% means no effect; nearly all actives have a fitted effect of over 55% in size
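Parental HEK 293 cells stably expressing a modified CNG channel (no TSHR) report cAMP rise as membrane depolarization. Membrane potential dye with 100 uM RO 20-1724 was loaded for 60 min at room temperature, then compound added for 30 min; fluorescence read at 590 nm.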
A350 autofl = qHTS Assay for Spectroscopic Profiling in A350 Spectral Region; max dye-equivalent concentration, M; Compound autofluorescence, 340/450 nm, Alexa 350 dye-equivalents; active compounds read high; actives 11% (n = 59,000); in the data active means max dye-equivalent concentration above about 10 nM; inconclusive means mostly about 1.1 nM to 9.6 nM
GFP derepression = qHTS Assay for Epigenetic Modulators | mouse C127i GFP locus derepression, cytometry, 30 h | Potency, µM (series often up to 46.1 µM), for inactives: top-dose GFP derepression (activation) | actives 0.09% (n = 68,000); further: % of control where 0% means no effect
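Murine C127i mammary cells carrying a silenced, stably integrated CMV-driven GFP reporter were treated with compound for 30 hours at 37 C. After PBS washes, GFP-positive cells were counted by laser-scanning microplate cytometry.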
Active calls of the source: *; i = inactive; ? = inconclusive; · = not tested or not shown; & = joins results of further samples; [ ] = remark or other dose. Unless noted, the call rests on the fitted dose curve; in most records, active means well fitted curve in the direction sought with a large enough effect; inconclusive means small, poorly fitted or top-dose-only effect, or another doubt; inactive means no such curve, though single readings can be large; an effect the other way counts as inactive or inconclusive. An excerpt. The share of hits here may be higher or lower than overall.

SMILES	USP2a inh	Caspase-7 inhib	BRCT inh red	Casp1 inh	Ub-GFP proteasome	BRCT PPI green	4-MU autofl	Fluorescein fluor	HEK293 cAMP ctrl	A350 autofl	GFP derepression
CN1C(=O)CSc2ccc(NC(=O)NCc3ccco3)cc21	22%	-1%	-1.2%	-1%	0%	-0.9%	i	?	7%	i	-2%
Cc1sc2nc(C(C)C)nc(SCC(=O)N3CCN(C(=O)c4ccco4)CC3)c2c1C	21%	-3%	-2.1%	-1%	-1%	2.8%	i	i	2%	i	0%
O[C@H]([C@H](O)[C@@H](O)c1nc2ccccc2[nH]1)[C@@H](O)c1nc2ccccc2[nH]1	·	-3%[11.5 µM]	1.0%[15.4 µM]	1%[11.5 µM]	4%[9.17 µM]	-0.2%[15.4 µM]	i	i	-2%[11.4 µM]	i	0%[9.22 µM]
O=C(CN1CCCCC1)Nc1cccc(Cl)c1Cl	6%	0%	-1.3%	-2%	0%	-1.6%	i	i	17%	i	6%
O=C(CSc1nnc2ccccn12)NCc1cccs1	2%	0%	-0.8%	-2%	·	-0.5%	i	i	17%	i	0%
CCOC(=O)N1CCN(C(=O)c2oc3ccc(S(=O)(=O)N4CC(C)CC(C)C4)cc3c2C)CC1 (stereo not drawn)	58%[activator]	-1%	-2.1%	0%	-5%	1.6%	i	i	21%	i	-2%
O=C(c1cc(C(F)(F)F)cc(C(F)(F)F)c1)N1CCC2(CC1)CCN(c1ccccc1)CC2	5%	-1%	1.2%	-2%	-16%	-3.2%	i	i	?	i	0%[9.22 µM]
COc1ccc(CC(NC(C)=O)C(=O)NC2CCN(C(=O)NCc3ccccc3)CC2)cc1 (stereo not drawn)	1%	1%	-1.7%	2%	1%	0.8%	i	i	?	i	0%
CCOC(=O)CSc1nnc(Cc2cc(=O)[nH]c(=O)[nH]2)n1-c1ccc(Cl)cc1	·	0%	0.1%	-3%	1%	-2.3%	·	·	5%	·	·
O=S(=O)(Nc1ccc(-c2nc3ccccc3o2)cc1)c1ccccc1	·	-10%	-2.9%	-7%	-2%	1.8%	1.6e-08M*	i	-8%	1.5e-08M*	-1%
COc1ccc(Oc2ncc3nc(CCc4ccccc4)c(=O)n(CCC#N)c3n2)cc1	42%[activator]	-3%	-1.3%	-9%	-3%	-1.0%	i	i	?	i	-3%[9.22 µM]
c1ccc2nc(C3=NCCN3)ccc2c1	2%	-1%&1%	0.1%&2.3%	3%&4%	0%&1%	-1.2%&2.3%	i	?	-1%&18%	i	-1%&0%
Cc1ccc(-n2ncc3c(=O)[nH]c(SC(C)C)nc32)cc1	·	-1%	-0.2%	-3%	7%	-0.3%	·	·	1%	·	·
Cc1nn(C)cc1CN(C)C(=O)c1nn2c(c1Cl)NC(c1cccs1)CC2C(F)(F)F (stereo not drawn)	18%	-4%	1.2%	-1%	-4%	-1.8%	i	i	16%	i	-3%
CCn1c(COc2ccc3c(c2)CCCC3)nnc1SCC(=O)Nc1nccs1	4%	1%	-1.7%	-2%	3%	-2.0%	i	i	-3%	i	4%
Cn1c(Cn2c(=O)sc3ccccc32)nnc1SCC(=O)N1CCc2ccccc21	·	0%	-1.0%	3%	3%	-4.9%	·	·	8%	·	·
Brc1cccc(-c2nnc3n2CCC3)c1	-6%	-1%	1.2%	-3%	-3%	-0.3%	i	?	-2%	?	-1%
O=C(O)C1C2C=CC(C2)C1C(=O)NC1CCN(Cc2ccccc2)CC1 (stereo not drawn)	-3%	6%	0.4%	2%	0%	-2.7%	i	?	7%	i	-4%
CNC1C(O)[C@@H]2OC(O[C@@H]3C(O)C(O)C(N)C[C@H]3N)C(N)C[C@H]2O[C@H]1O[C@@H]1OC(CO)C(N)C(O)C1O (stereo partly drawn)	-8%	-1%	2.2%	-1%	·	0.3%[3.08 µM]	·	·	·	·	·
Cc1onc(-c2ccccc2Cl)c1C(=O)Nc1ccc2c(c1)OCO2	·	0%	-1.6%	-2%	·	-1.2%	·	·	-5%	·	·
O=C(NCCCc1ccccc1)c1ccncc1	-4%	1%	-1.3%	2%	4%	0.8%	·	·	19%	·	2%
COc1ccc(S(=O)(=O)n2cnc3cc(C)c(C)cc32)cc1	5%	0%	-1.1%	0%	-12%	4.4%	·	·	?	·	12%
O=C(Cn1c(=O)n(CCC(=O)N2CCc3ccccc3C2)c(=O)c2ccccc21)NCC1CCCO1 (stereo not drawn)	0%	-2%	-0.9%	-1%	-6%	-2.2%	i	i	3%	i	2%
O=C(NC1CCCCC1)C1c2ccccc2C(=O)N1Cc1ccco1 (stereo not drawn)	18%	-2%	-0.7%	-3%	-5%	0.0%	i	i	?	i	9%
O=C(NCc1cccnc1)[C@@H]1[C@@H](C(=O)O)[C@H]2CC[C@@H]1O2	·	-1%[11.5 µM]	-1.8%[15.4 µM]	-2%[11.5 µM]	-2%[9.17 µM]	-1.2%[15.4 µM]	i	i	?	i	-3%[9.22 µM]
O=C(Nc1ccc(N2CCOCC2)cc1)NC1CCCCC1	·	2%	1.9%	-1%	·	2.1%	·	·	-11%	·	·
O=C(c1cccc(OC(F)F)c1)N1CCN(c2ncccn2)CC1	8%	0%	1.4%	-2%	5%	-0.2%	i	?	12%	i	-1%
COC(=O)c1cc(Br)c(=O)n(CCN2CCCCC2)c1	1%	-1%	-1.5%	-1%	-2%	-1.4%	i	i	9%	i	2%
Cc1nn(Cc2ccccc2Cl)c2sc(C(=O)NCCCn3ccnc3)cc12	16%	3%	-3.7%	0%	5%	3.9%	?	?	12%	1.3e-08M*	-1%
CCn1c(SCC(=O)c2cc(OC)ccc2OC)nnc1C1CC1	-3%	1%[0.00368 µM]	-1.8%	0%	-3%	-3.1%	i	?	13%	i	-1%
CC(Sc1nnnn1-c1ccccc1)C(=O)Nc1ccc(Cl)cn1 (stereo not drawn)	-2%	-2%	0.4%	-1%	-4%	-2.1%	i	?	?	i	-1%
COC(=O)[C@@]1(Cc2ccc(OC)cc2)[C@H]2c3cc(C(=O)N(C)C)n(C)c3C[C@H]2CN1C(=O)c1ccccc1	·	-1%	0.1%	0%	·	0.7%	·	·	?	·	·
Cc1ccc(C)c(C(=O)N(Cc2nc(-c3ccc(Cl)cc3)no2)C(C)C)c1	·	-3%	-0.5%	-2%	-4%	-2.2%	·	·	?	·	·
CN1[C@@H]2CC[C@H]1CC(OC(=O)c1c[nH]c3ccccc13)C2 (stereo partly drawn)	-7%	0%	-1.2%	-1%	12%	-1.0%	i	i	-4%	i	-2%
C=CC[C@@H]1C=C[C@H](O/N=C\[C@@H](C)[C@H](OCc2ccccc2)C(C)C)[C@H](CO)O1	·	0%[11.5 µM]	0.3%[15.4 µM]	-1%[11.5 µM]	·	2.1%[15.4 µM]	·	·	14%[11.4 µM]	·	·
COc1ccccc1NC(=O)CSCC(N)=O	-2%	-1%	0.7%	0%	-3%	-1.4%	i	i	4%	i	0%
C[C@@]12CC[C@@H]3[C@@H](CC[C@H]4C[C@@H](O)CC[C@]43C)[C@H]1CC[C@@H]2c1cc(C(F)(F)F)n[nH]1	·	-2%[11.5 µM]	-1.2%[15.4 µM]	6%[11.5 µM]	0%[9.17 µM]	2.0%[15.4 µM]	i	i	0%[11.4 µM]	i	2%[9.22 µM]
COc1ccc(N(C)S(=O)(=O)c2ccc3c(c2)oc(=O)n3C)cc1	10%	0%	-3.7%	-1%	-14%	3.6%	i	?	9%	i	-2%
COc1ccc(CNC(=O)CN(C(=O)CCC(=O)Nc2ccccn2)c2ccccc2OC)cc1	25%	0%	-0.5%	3%	2%	1.5%	i	?	10%	i	1%
O=C(CSc1ncn[nH]1)c1ccc2c(c1)OCCO2	-13%	-3%	-0.8%	3%	5%	0.3%	i	i	4%	i	-2%
Cc1noc(C)c1C(=O)N1CCc2ccccc2C1	-4%	-2%	-0.4%	0%	-5%	-0.9%	i	i	9%	i	0%
O=C(CN1C(=O)C2CC=CCC2C1=O)Nc1ccc(S(=O)(=O)NC2=NCCCCC2)cc1 (stereo not drawn)	7%	-1%	0.3%	-2%	-6%	-1.6%	i	i	6%	i	1%
CCCCOc1ccc(C2C3CN(C(=O)OCC)CC=C3C(C#N)=C(N)C2(C#N)C#N)cc1OC (stereo not drawn)	30%	-12%	-0.6%	-10%	·	7.7%	?	?	13%	?	29%
COc1ccccc1NC(=O)N1CCN(c2cccc(C(F)(F)F)c2)CC1	?	-2%	-1.0%	-1%	9%	-2.3%	·	·	?	·	0%
